D3 ag: agonists of human D3 dopamine receptor | P35462 | max activation, % | 410,000 compounds, 0.58% hits | D3R DiscoveRx beta-arrestin cells, luminescence, 90 min; in the data active means max activation above about 30%; further: 0% is about no effect; mostly tested at two doses, the higher about 12 µM
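Agonist-mode cell screen: cells plated at 1500/well and incubated overnight at 37 °C, then exposed to library compounds for 90 min at 37 °C. Detection reagent was added for 30–60 min at room temperature, and luminescence was read.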
Mm-Cpn inhibitor: blocks the Methanococcus maripaludis chaperonin Mm-Cpn; purified Mm-Cpn ATPase, ADP Transcreener TR-FRET; Potency, µM (series often up to 76.9 µM), for the others: at the top dose activity, negative = inhibition, most hits filed as inhibitors; 330,000 compounds, 0.031% hits; AID 504842; further: potency means the concentration at half of the fitted maximal effect; on the % scale 0 is the no-effect control and ±100 the full control effect; nearly all actives have a fitted effect of over 80% in size
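ATP (10 uM final) was added to archaeal chaperonin (25 nM final) after 10 min exposure to test compound at 37°C; after 30 min further incubation, ADP was detected by competitive TR-FRET.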
CCT chaperon mod: cytosolic chaperonin activity modulation | purified chaperonin ATPase assay, HTRF ADP detection, 30 min | activity change, % (no concentration beside the values), hits read low | 360,000 compounds, 0.3% hits | AID 651819; in the data active means activity change below about -30%; further: on the % scale 0 is the no-effect control and ±100 the full control effect
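Nucleotide hydrolysis assay: TRiC at 20–40 nM final (set by batch activity) with 10 uM ATP, 30 min at 37 °C, in presence of 76 uM compound. Detection by competitive ADP HTRF, 30 min ambient.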
EPAC2 antag: blocks human EPAC2 exchange factor. Q8WZA2. EPAC2 GEF exchange of Rap1B-BODIPY-GDP, fluorescence. Potency, µM (highest dose often 114 µM), without a hit: top-dose activity, negative = inhibition, most hits filed as inhibitors. 360,000 compounds, 0.18% hits; further: potency means the concentration at half of the fitted maximal effect; on the % scale 0 is the no-effect control and ±100 the full control effect; nearly all actives have a fitted effect of over 45% in size; many of its hits are not listed in these tables
Target sequence (Q8WZA2 whole entry, looked up): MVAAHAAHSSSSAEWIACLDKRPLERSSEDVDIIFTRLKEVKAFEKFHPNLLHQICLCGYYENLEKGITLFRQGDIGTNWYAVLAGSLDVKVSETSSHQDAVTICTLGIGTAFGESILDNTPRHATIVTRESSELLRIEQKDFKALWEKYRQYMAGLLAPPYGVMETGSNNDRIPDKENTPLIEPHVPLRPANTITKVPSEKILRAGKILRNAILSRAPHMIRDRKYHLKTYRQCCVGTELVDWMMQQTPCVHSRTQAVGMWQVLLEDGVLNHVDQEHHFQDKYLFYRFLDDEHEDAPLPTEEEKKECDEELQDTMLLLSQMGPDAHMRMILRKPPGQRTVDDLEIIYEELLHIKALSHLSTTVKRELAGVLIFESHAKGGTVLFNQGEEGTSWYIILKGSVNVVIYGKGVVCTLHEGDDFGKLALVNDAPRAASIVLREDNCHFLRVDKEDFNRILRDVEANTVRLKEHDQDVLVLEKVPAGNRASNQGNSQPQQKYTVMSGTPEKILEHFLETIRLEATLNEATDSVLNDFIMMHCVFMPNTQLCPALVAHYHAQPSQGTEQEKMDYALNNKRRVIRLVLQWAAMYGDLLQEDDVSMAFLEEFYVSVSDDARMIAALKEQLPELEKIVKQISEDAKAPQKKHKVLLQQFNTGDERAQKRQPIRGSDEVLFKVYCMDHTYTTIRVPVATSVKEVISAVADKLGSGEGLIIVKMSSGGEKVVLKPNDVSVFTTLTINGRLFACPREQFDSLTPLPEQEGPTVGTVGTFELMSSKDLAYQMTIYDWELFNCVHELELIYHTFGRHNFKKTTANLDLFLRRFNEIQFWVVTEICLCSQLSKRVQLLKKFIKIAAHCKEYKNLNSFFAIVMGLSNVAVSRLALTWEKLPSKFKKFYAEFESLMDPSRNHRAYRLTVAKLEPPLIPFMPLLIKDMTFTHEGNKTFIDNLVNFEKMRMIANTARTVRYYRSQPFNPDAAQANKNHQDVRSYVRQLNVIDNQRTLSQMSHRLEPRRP
PTHR1 ag: activates the human parathyroid hormone receptor PTHR1. Q03431. HEK293 GP2 PTHR1 cells, GloSensor cAMP luminescence, 1 h. Potency, µM (highest dose often 115 µM), without a hit: at the highest dose activation, most hits filed as activators. 410,000 compounds, 0.075% hits. AID 743266; further: potency means the concentration at half of the fitted maximal effect; nearly all actives have a fitted effect of over 55% in size; some results filed as inactive show a strong effect at the top dose; inactives centre near -15; many of its hits are not listed in these tables
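HEK-293-derived GP2 cells expressing PTHR1 and a GloSensor cAMP reporter, 3,000/well, plated overnight, given luciferin plus IBMX (each 0.5 mM as added) for 1 h at 37 °C, then compound for 1 h at 37 °C. Luminescence was read after 15 min at room temperature.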
EPAC2 agonist: EPAC2 (human) agonism; AID 720711; Potency, µM (doses to about 154 µM), for the others: at the highest dose activation, most hits filed as activators; EPAC2 activation, biochemical qHTS; response scale: 100% = 6.5 mM cAMP response; 360,000 compounds, 0.079% hits; Q8WZA2; further: potency means the concentration at half of the fitted maximal effect; nearly all actives have a fitted effect of over 50% in size
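Guanine nucleotide exchange by EPAC2 is measured as reduced fluorescence of BODIPY-GDP once it is released from 250 nM Rap1B. Plates are read kinetically for 30 min at room temperature; results are scaled to 6.5 mM cAMP.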
DRD3 antagonist: blocks the human D3 dopamine receptor. AID 652054. D3R cells, DiscoveRx beta-arrestin luminescence, antagonist mode; hits give low values. P35462. 360,000 compounds, 2.5% hits. max response, negative = inhibition, %; in the data active means max response below about -50%; inconclusive means no clear call, values can overlap the other calls; further: on the % scale 0 is the no-effect control and ±100 the full control effect; mostly tested at two doses, the higher about 12 µM
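Cells plated overnight at 1500 cells/well, then exposed to library compounds with dopamine controls for 90 minutes at 37 degrees C. DiscoveRx reagent added for 30–60 minutes at room temperature; luminescence read, quantitative HTS format.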
pAkt inh: inhibitors of Akt phosphorylation. Neuro2A IGF-stimulated pAkt S473 HTRF, 20 min; hits give low values. activity change, % for hits at 50 µM. 360,000 compounds, 0.32% hits. AID 651550; in the data active means activity change below about -80%; inconclusive means mostly about -51% to -80%; further: on the % scale 0 is the no-effect control and ±100 the full control effect
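Neuro2A cells in DMEM with 0.5% FBS, overnight at 37 deg C, given compound at single 50 µM final, then IGF (6 nM final) for 20 min at 37 deg C. Lysed; phospho-Akt Ser473 by HTRF after 24 h, 665/615 ratio.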
* hit, by the source's call; i = inactive; ? = inconclusive; nt = no result given; [ ] = dose if it differs, or a comment. Unless noted, the call rests on the fitted dose curve; in most records, active means well fitted curve in the direction sought with a large enough effect; inconclusive means small, poorly fitted or top-dose-only effect, or another doubt; inactive means no such curve, though single readings can be large; an effect the other way counts as inactive or inconclusive. Only part of the results is shown; count on the stated rates, not on these rows.

mol	D3 ag	CCT chaperon mod	EPAC2 agonist	DRD3 antagonist	EPAC2 antag	PTHR1 ag	Mm-Cpn inhibitor	pAkt inh
COc1ccc(C(c2nnnn2Cc2ccccc2)N2CCC3(CC2)C(=O)NCN3c2ccccc2)cc1 (configuration not stated)	-11	-1.7	11%	4	-13%	-25%	nt	i
NC1=NC(c2cccnc2)n2c(nc3ccccc32)N1 (configuration not stated)	0	-0.3	4%	-8	3%	i	2%	i
OC1C2CN3CN(C2)CC1(c1ccccc1)C3 (configuration not stated)	5	0.1	9%	0	9%	i	-27%	i
O=[N+]([O-])c1ccc(NCc2ccc(Cl)cc2)c2ccncc12	2	-0.7	6%	0	3%	-16%	-1%	i
CC(O)(CS(=O)(=O)c1cccc(C(F)(F)F)c1)C(=O)Nc1cccc(C(F)(F)F)c1 (configuration not stated)	-14	-2.2	-5%	-13	-11%	-24%[57.5 µM]	-1%	i
O=C1NCN(c2ccccc2)C12CCN(C(c1cccs1)c1nnnn1-c1ccc3c(c1)OCCO3)CC2 (configuration not stated)	2	-0.8	-1%	29	8%	-3%	nt	i
CCOC(=O)c1ccc2[nH]c(-c3ccc(S(=O)(=O)F)cc3)cc(=O)c2c1	0	-0.6	-6%	27	5%	19%	-6%	i
CN1CCN(c2nc(Cl)ncc2F)CC1	-9	0.7	4%	5	2%	i	1%	i
CC1(O)CCN2C(=O)CCc3cccc1c32 (configuration not stated)	-1	-3.0	9%	6	-21%	-17%	-1%	i
COc1ccc(-n2c(/C=C/c3ccc(O)c(O)c3)nc3ccccc3c2=O)cc1	2	0.5	4%	22	-13%	-15%	-2%	i
COc1cc(/C=C2\C(=O)NC(=O)N(c3ccc(C)cc3)C2=O)cc(OC)c1O	1	0.3	-1%	-2	4%	i	-3%	i
CC(=O)OC1CCC2(C)C(CCC3C4CC(N5CC5)C(C(C)=O)C4(C)CC(=O)C32)C1 (configuration not stated)	-4	-0.9	10%	-9	4%	0%	nt	i
CC1(C)C2SCC(=O)N2CCN1CC(=O)NN (configuration not stated)	-3	-1.3	16%	11	11%	0%	2%	i
COC(=O)C1=C(c2ccc(S(C)(=O)=O)cc2)C[C@@H]2CC[C@H]1N2C(=O)NCCO	12	-3.5	2%	6	9%	i	nt	i
CCOC(=O)N(CC)c1ccc(C(O)(C(=O)OC)C(F)(F)F)cc1 (configuration not stated)	0	-1.9	2%	5	-5%	i	1%	i
CS(=O)(=O)c1ccc(C2=C(CNC(=O)c3ccncc3)[C@H]3CC[C@@H](C2)N3Cc2ccco2)cc1	0	-1.7	9%	13	0%	-17%	nt	i
CN1C(=O)/C(=C/c2ccc(Cl)s2)C(=O)NC1=S	-2	0.0	-1%	-3	3%	-22%	-3%	i
CC1C(C)N1CC(O)Cn1ccnc1[N+](=O)[O-] (configuration not stated)	0	-3.1	2%	36	-5%	-8%	1%	i
CN(C)CCN=Cc1c(O)n(CCC2=CCCCC2)c(=O)[nH]c1=O	2	-1.4	-1%	28	0%	-2%[57.5 µM]	0%	nt
COc1ccc(CC(C)Nc2cccc(F)c2)cc1 (configuration not stated)	1	-2.1	29%	-17	-28%	-27%	1%	i
Cc1nc(SCc2c(Cl)cccc2Cl)nc(OC(=O)N(C)C)c1C	-18	2.0	7%	5	-14%	-39%[inhibitor]	0%	i
O=c1cccc2n1CC1CNC[C@H]2C1	0	-0.7	-3%	-19	-18%	-6%	-3%	i
O=C1NCN(c2ccccc2)C12CCN(C(c1ccccc1OC(F)(F)F)c1nnnn1-c1ccc3c(c1)OCCO3)CC2 (configuration not stated)	2	1.0	-1%	0	-6%	-22%	nt	i
Clc1ccccc1CN1CCN(c2ccccc2)CC1	-17	-1.6	18%	-26	10%	i	?	i
CCn1cc(C(=O)c2ccccc2)c2ccccc21	0	-0.3	12%	43	-2%	-10%	-2%	i
COc1ccc2c(c1)NP(=S)(c1ccccc1)N2C (configuration not stated)	7	1.1	17%	0	?	-24%	nt	i
COC(=O)C1=C(c2ccc(OCc3ccccc3)cc2)C[C@@H]2CC[C@H]1N2C(=O)NCc1ccc(Cl)cc1	2	0.8	3%	-2	-26%	-1%	nt	i
O=c1c2ccccc2nc(/C=C/c2ccc3c(c2)OCO3)n1-c1ccccc1	-11	0.3	3%	1	3%	-35%[inhibitor]	-2%[15.4 µM]	i
Cc1ccccc1-n1c(-c2ccoc2)nc2ccccc2c1=O	-7	-2.4	4%	-21	-14%	-16%	?	i
O=C1C2CCCN2C(c2cccnc2)N1c1ccc(Cl)cc1 (configuration not stated)	-3	-0.1	1%	-16	0%	i	-1%	i
Cn1c2ccccc2c2c(C(=O)N3CCC4(CC3)OCCO4)cn(C3CCCC3)c(=O)c21	4	0.6	-9%	3	-21%	-21%	-1%	i
CCOC(=O)C(=O)NC1CCSC1=O (configuration not stated)	6	-1.6	-20%	10	-3%	-9%[57.5 µM]	2%	i

As a short view, 10 of the compounds above.
mol	D3 ag	CCT chaperon mod	EPAC2 agonist	DRD3 antagonist	EPAC2 antag	PTHR1 ag	Mm-Cpn inhibitor	pAkt inh
O=C1NCN(c2ccccc2)C12CCN(C(c1ccccc1OC(F)(F)F)c1nnnn1-c1ccc3c(c1)OCCO3)CC2 (configuration not stated)	2	1.0	-1%	0	-6%	-22%	nt	i
Clc1ccccc1CN1CCN(c2ccccc2)CC1	-17	-1.6	18%	-26	10%	i	?	i
CCn1cc(C(=O)c2ccccc2)c2ccccc21	0	-0.3	12%	43	-2%	-10%	-2%	i
COc1ccc2c(c1)NP(=S)(c1ccccc1)N2C (configuration not stated)	7	1.1	17%	0	?	-24%	nt	i
COC(=O)C1=C(c2ccc(OCc3ccccc3)cc2)C[C@@H]2CC[C@H]1N2C(=O)NCc1ccc(Cl)cc1	2	0.8	3%	-2	-26%	-1%	nt	i
O=c1c2ccccc2nc(/C=C/c2ccc3c(c2)OCO3)n1-c1ccccc1	-11	0.3	3%	1	3%	-35%[inhibitor]	-2%[15.4 µM]	i
Cc1ccccc1-n1c(-c2ccoc2)nc2ccccc2c1=O	-7	-2.4	4%	-21	-14%	-16%	?	i
O=C1C2CCCN2C(c2cccnc2)N1c1ccc(Cl)cc1 (configuration not stated)	-3	-0.1	1%	-16	0%	i	-1%	i
Cn1c2ccccc2c2c(C(=O)N3CCC4(CC3)OCCO4)cn(C3CCCC3)c(=O)c21	4	0.6	-9%	3	-21%	-21%	-1%	i
CCOC(=O)C(=O)NC1CCSC1=O (configuration not stated)	6	-1.6	-20%	10	-3%	-9%[57.5 µM]	2%	i

Later entries.
mol	D3 ag	CCT chaperon mod	EPAC2 agonist	DRD3 antagonist	EPAC2 antag	PTHR1 ag	Mm-Cpn inhibitor	pAkt inh
C=C(C)c1cccc(C(C)(C)NC(=O)NC2CN3CCC2CC3)c1 (configuration not stated)	-11	0.1	7%	-19	-2%	i	-2%	i
COC(=O)C1=C(c2ccc(Cl)c(C(F)(F)F)c2)C[C@@H]2CC[C@H]1N2C(=O)N1CCOCC1	-26	1.5	0%	0	-16%	-15%	-1%	i
O=C(COC(=O)c1ccccc1)Nc1ccc(Cl)cc1C(=O)c1ccccc1	-5	2.0	5%	-9	6%	-5%	-2%	i
CC1=C(C(=O)N2CCC3(CC2)OCCO3)C2(CCC(C)CC2)OC1=O (configuration not stated)	-3	1.4	9%	19	16%[57.1 µM]	-22%[57.5 µM]	1%	i
CNC(C)Cc1ccccc1Sc1ccc(O)cc1 (configuration not stated)	-21	-3.2	6%	-73*	-1%	-16%[57.5 µM]	3%	i
Clc1cnc(Oc2ccc(Oc3ncc(Cl)cc3Cl)cc2)c(Cl)c1	-5	0.9	-3%	-8	-4%	i	1%	i
Cc1nc2ccccc2c(=O)n1-c1ccc([N+](=O)[O-])cc1	7	-0.5	8%	10	11%	-1%	1%	i
CC(Cl)(Cl)/C(=N/P(=S)(N1CCOCC1)N1CCOCC1)N1CCOCC1	9	-0.8	8%	-11	6%	i	0%	i
CC(NCc1ccc(Cl)c(Cl)c1)C(O)c1ccccc1 (configuration not stated)	-37	-1.4	3%	-65*	-3%	-11%	1%	i
COC(=O)C1=C(c2ccc(F)cc2OCc2ccccc2)C[C@@H]2CC[C@H]1N2C(=O)NCc1ccc2c(c1)OCO2	6	-1.1	9%	-20	2%	-14%	-3%	i
COc1ccc(S(=O)(=O)N2Cc3ccccc3-n3nncc3C2)cc1	2	1.1	2%	18	4%	-24%	nt	i
COc1cc(/C=C2/C(=O)NC(=O)N(c3ccccc3)C2=O)ccc1O	-6	0.0	1%	6	-3%	i	1%	i
C[C@]12CCC3C(CC[C@H]4C[C@@H](O)CC[C@]34C)C1=CC[C@@H]2O (some centres not stated)	1	-35*	-1%	26	8%	-13%	nt	i
NCC(=O)c1ccccc1	-20	-0.4	7%	5	-13%	-7%	nt	i
CC(=NCCN1CCCCC1)c1c(O)[nH]c(=O)[nH]c1=O	-2	-0.4	13%	-53*	0%	i	0%	i
Cc1sc2ccccc2c1CC1=NCCN1	-54	-1.1	2%	-29	8%	10%	-2%	i
CCCS(=O)(=O)N1CCCC(C(=O)N2CCC3(CC2)OCCO3)C1 (configuration not stated)	-10	1.0	10%	3	3%	0%[57.5 µM]	0%	i
O=C(Nc1ccc2c(c1)OCO2)c1cn(Cc2ccc(F)cc2)nn1	1	-2.1	-9%	-1	3%	-9%	1%	i
COC(=O)C1=C(c2ccccc2OCc2ccccc2)C[C@@H]2CC[C@H]1N2C(=O)NCc1ccc(OC)c(OC)c1	-6	-2.0	6%	-11	-23%	i	-2%	i
CCCC(C)C1(CC)C(=O)NC(=O)N=C1N (configuration not stated)	0	-0.2	10%	0	-3%	-7%	3%	i
CCOC(=O)CC1=C(C(=O)OCC)C2(C(=O)N1CC(=O)OC)C(C#N)=C(N)Oc1ccccc12 (configuration not stated)	2	-1.2	4%	26	-3%	-24%	-5%	i

From PubChem
